PvdQ inh – P. aeruginosa PvdQ acylase inhibition; purified PvdQ acylase, fluorescence plate reader; inhibition, % at 10 µM; hit rate 0.063% among 340,000; AID 488965; in the data active = inhibition above about 30%, passing the limit was not always enough;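 also: 0% = vehicle neutral wells and 100% = reference inhibitor wells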
CDK5 p35 inh – inhibitors of human CDK5/p35 kinase. Q00535+Q15078. Recombinant CDK5/p35, ADP-Glo luminescence, 60 min. inhibition, % at 10 µM. hit rate 0.01% among 330,000. AID 488839;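 active = highest replicate inhibition of at least 50% and at least 75% of replicates reaching 50%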;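 also: plate controls were DMSO neutral control for no effect and GW8510 at 10 µM for full effect; many of its hits are not listed in these tables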
Keap1 Nrf2 FP – Keap1-Nrf2 (human) interaction inhibition; Q14145; Keap1 Kelch-Nrf2 peptide fluorescence polarization, 1536-well; inhibition, % at 9.4 µM; hit rate 0.15% among 340,000; AID 504523; in the data active = inhibition above about 12%;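 also: human Keap1 Kelch domain with fluorescein labeled Nrf2 9mer peptide probe; 0% = neutral control wells and 100% = peptide positive control; higher means more block of Keap1 binding to Nrf2 peptide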
Target sequence (Q14145 whole entry, looked up, the tested form may be a part): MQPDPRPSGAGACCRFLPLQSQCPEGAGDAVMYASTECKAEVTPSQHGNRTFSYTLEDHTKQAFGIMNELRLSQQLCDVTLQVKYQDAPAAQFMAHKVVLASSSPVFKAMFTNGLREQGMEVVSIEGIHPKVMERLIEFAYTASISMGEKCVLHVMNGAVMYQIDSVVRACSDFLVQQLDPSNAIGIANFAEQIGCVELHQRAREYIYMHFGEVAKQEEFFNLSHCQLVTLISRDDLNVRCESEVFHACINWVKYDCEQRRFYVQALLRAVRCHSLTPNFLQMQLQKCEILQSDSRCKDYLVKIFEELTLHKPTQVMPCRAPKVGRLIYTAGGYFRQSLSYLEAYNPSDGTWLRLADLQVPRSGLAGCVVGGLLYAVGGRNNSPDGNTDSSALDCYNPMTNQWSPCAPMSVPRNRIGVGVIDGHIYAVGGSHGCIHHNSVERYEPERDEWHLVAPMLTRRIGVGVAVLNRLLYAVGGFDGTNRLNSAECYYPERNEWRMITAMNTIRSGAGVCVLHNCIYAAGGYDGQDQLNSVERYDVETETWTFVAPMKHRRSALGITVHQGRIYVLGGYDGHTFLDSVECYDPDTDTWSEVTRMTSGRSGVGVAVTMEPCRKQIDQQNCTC
Rtt109 Vps75 – blocks Candida albicans Rtt109/Vps75 acetyltransferase activity; Q5AAJ8; purified Rtt109/Vps75, ThioGlo CoA-SH fluorescence, 4 h; inhibition, % at 34.9 µM; hit rate 0.16% among 330,000;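 active = inhibition of at least 50% in every replicate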
Target sequence (Q5AAJ8 whole entry, looked up): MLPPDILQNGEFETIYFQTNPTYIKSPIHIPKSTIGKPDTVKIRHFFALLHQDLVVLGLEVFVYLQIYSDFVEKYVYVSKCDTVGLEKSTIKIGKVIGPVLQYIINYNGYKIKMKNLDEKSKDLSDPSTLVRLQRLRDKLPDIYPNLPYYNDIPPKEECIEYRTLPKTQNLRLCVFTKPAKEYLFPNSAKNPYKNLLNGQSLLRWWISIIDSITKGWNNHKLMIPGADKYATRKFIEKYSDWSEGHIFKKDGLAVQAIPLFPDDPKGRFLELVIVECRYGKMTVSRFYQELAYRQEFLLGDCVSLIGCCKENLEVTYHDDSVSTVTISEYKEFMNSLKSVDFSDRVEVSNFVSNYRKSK
Mot1-301 SUMO – SUMOylation pathway inhibition by Mot1-301 growth rescue | S. cerevisiae Mot1-301 growth rescue, ATP luminescence, 38.5C; percent above DMSO median, 100 means doubled | growth rescue, % at 18.8 µM | hit rate 1% among 320,000 | AID 2716;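 active = every valid replicate shows activation above 250% relative to neutral control wells; inactive = the rest, any valid replicate at or below 250%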;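 also: OY570 slx delta 5 strain wells were the positive control but not used for scaling; some compounds called inactive have numbers as strong as hits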
RTF Ca sens act – increases calcium sensitivity of human cardiac regulated thin filaments. P19429+P45379. activation, % at 7.2 µM. AID 493008. hit rate 0.24% among 340,000. IANBD-labeled TnC RTF fluorescence at EC20 calcium; 0% EC20 calcium, 100% full calcium;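 active = activation above the mean over all tested compounds plus 3 SD, cut at about 30% in these data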;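 also: rise in fluorescence read as greater calcium sensitivity of cardiac thin filaments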
dFosB act – activators of mouse delta FosB homodimer | P13346 | purified delta FosB, TAMRA-CDK5 oligo fluorescence polarization; percent of positive-control signal above neutral wells | activation, % at 25 µM | hit rate 0.99% among 340,000;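 active = mean activation above about 17%, with every replicate also reaching it, limit read from the data, passing the limit was not always enough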;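 also: fluorescence polarization rise as delta FosB binds a TAMRA Cdk5 AP-1 oligo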
C-LANA FP – blocks KSHV LANA C-terminal domain binding to DNA; MBP-C-LANA/FAM-LBS DNA binding, fluorescence polarization; hit rate 0.078% among 340,000; inhibition, % at 9 µM;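 active = highest replicate inhibition at or above 60% at 9 µM, even if other replicates fall short; inactive = all replicates below 60% inhibition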;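 also: 0% = neutral control wells and 100% = 4 µM acridine orange control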
PfHsp90 set2 – growth inhibition of yeast expressing Plasmodium Hsp90. S. cerevisiae expressing PfHsp90, BacTiter-Glo ATP, 48 h; yeast lacking PDR1 and PDR3 efflux regulators. inhibition, % at 9.4 µM. hit rate 0.32% among 310,000. AID 504621;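 active = every replicate shows inhibition above about 80%, whatever the replicate mean, limit read from the data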;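 also: 0% = DMSO neutral controls and 100% = 20 µM radicicol positive controls; yeast relying on Plasmodium falciparum Hsp90 in place of its own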
Cardiac RTF inh – cardiac RTF calcium desensitization; P19429+P45379; IANBD-labeled cardiac RTF, Ca2+ fluorescence; inhibition, % at 7.15 µM; hit rate 0.12% among 340,000; AID 493244;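 active = inhibition above the mean inhibition of all tested compounds plus 3 SD, cut at about 17% in these data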;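 also: assay run at fixed EC70 calcium of 1.6 mM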
NSD2 inh – NSD2 (human) methyltransferase inhibition | O96028 | NSD2 peptide methylation, AlphaScreen, 120 min | inhibition, % at 12.5 µM | hit rate 0.54% among 310,000 | AID 743445; in the data active = inhibition above about 50%
An asterisk follows results filed as active. The order is random. Share with any hit: about 3.2%.

Cc1cc(Cl)cc(C)c1OCCCCCn1ccnc1 was read as PvdQ inh -9, CDK5 p35 inh 1.0, Keap1 Nrf2 FP -1, Rtt109 Vps75 26, Mot1-301 SUMO 6, RTF Ca sens act 9, dFosB act -1, C-LANA FP -1.0, PfHsp90 set2 -26, Cardiac RTF inh 1 and NSD2 inh 19.
`COCCNC(=O)CSCc1nc(-c2ccc(SC)cc2)oc1C` gave PvdQ inh -9, CDK5 p35 inh -0.1, Keap1 Nrf2 FP -5, Rtt109 Vps75 0, Mot1-301 SUMO -6, RTF Ca sens act -1, dFosB act -5, C-LANA FP 0.1, PfHsp90 set2 -21, Cardiac RTF inh 6 and NSD2 inh 3.
For C/C(N)=C(/C#N)C(=O)CSc1cc(Cl)ccc1Cl the results were PvdQ inh 3, CDK5 p35 inh -0.4, Keap1 Nrf2 FP -4, Rtt109 Vps75 -2, RTF Ca sens act -6, dFosB act 2, C-LANA FP -0.6, PfHsp90 set2 -34, Cardiac RTF inh 8 and NSD2 inh -6.
For COCCN1C(=O)N[C@@H](c2ccccc2)C(C(=O)OC)=C1C the results were PvdQ inh 1, CDK5 p35 inh 1.9, Keap1 Nrf2 FP -2, Rtt109 Vps75 -9, Mot1-301 SUMO -2, RTF Ca sens act -1, dFosB act 4, C-LANA FP 0.4, PfHsp90 set2 1 and Cardiac RTF inh -15.
For O=C(NNS(=O)(=O)c1ccc(F)cc1)c1cnccn1 the results were PvdQ inh -1, CDK5 p35 inh 0.0, Keap1 Nrf2 FP -4, Rtt109 Vps75 -2, Mot1-301 SUMO -3, RTF Ca sens act 3, dFosB act -2, C-LANA FP 1.8, PfHsp90 set2 -2, Cardiac RTF inh 9 and NSD2 inh -1.
Screening CCNc1c(C(=O)O)ccc2c1C(=O)c1ccccc1C2=O returned PvdQ inh -5, CDK5 p35 inh 0.6, Keap1 Nrf2 FP -4, Rtt109 Vps75 3, Mot1-301 SUMO -22, RTF Ca sens act 11, dFosB act 5, C-LANA FP 0.5, PfHsp90 set2 -5, Cardiac RTF inh 2 and NSD2 inh 6.
For O=C(NCCc1ccccc1)C(=O)Nc1ccc([N+](=O)[O-])cc1 the results were PvdQ inh -17, CDK5 p35 inh -1.3, Keap1 Nrf2 FP 0, Rtt109 Vps75 -1, Mot1-301 SUMO -9, RTF Ca sens act -1, dFosB act 0, C-LANA FP 0.8, PfHsp90 set2 -8, Cardiac RTF inh -7 and NSD2 inh -5.
`Cc1cccc(N2C(=O)CC(Sc3nc(C)cc(C)n3)C2=O)c1` (centres undefined) gave PvdQ inh -6, CDK5 p35 inh -0.4, Keap1 Nrf2 FP -1, Rtt109 Vps75 10, Mot1-301 SUMO 323, RTF Ca sens act 2, dFosB act -2, C-LANA FP -0.3, PfHsp90 set2 9, Cardiac RTF inh -5 and NSD2 inh -2.
For CCOC(=O)N1CCC(Nc2c(-c3ccccc3)c(=O)c2=O)CC1 the results were PvdQ inh -9, CDK5 p35 inh 0.3, Keap1 Nrf2 FP -3, Rtt109 Vps75 -3, Mot1-301 SUMO 26, RTF Ca sens act -1, dFosB act -4, C-LANA FP 0.5, PfHsp90 set2 2, Cardiac RTF inh -6 and NSD2 inh 0.
For COc1ccc2c(c1)C(=O)C(=O)N2CC1COc2ccccc2O1 (centres undefined) the results were PvdQ inh 7, CDK5 p35 inh -2.3, Keap1 Nrf2 FP -1, Rtt109 Vps75 5, Mot1-301 SUMO 64, RTF Ca sens act -6, dFosB act -9, C-LANA FP 0.2, PfHsp90 set2 2, Cardiac RTF inh -6 and NSD2 inh 2.
Screening COc1ccc(C(=O)O/N=C(\N)Cc2ccc(Cl)cc2)cc1OC returned PvdQ inh -1, CDK5 p35 inh 0.5, Keap1 Nrf2 FP -9, Rtt109 Vps75 3, Mot1-301 SUMO 4, RTF Ca sens act 13, dFosB act -4, C-LANA FP -0.5, PfHsp90 set2 -17, Cardiac RTF inh -2 and NSD2 inh -2.
`C/C(=N\Nc1ccccn1)c1ccc(OC(F)F)cc1` gave PvdQ inh -12, CDK5 p35 inh -1.8, Keap1 Nrf2 FP 1, Rtt109 Vps75 -2, Mot1-301 SUMO 150, RTF Ca sens act 0, dFosB act -6, C-LANA FP 1.2, PfHsp90 set2 -18, Cardiac RTF inh -11 and NSD2 inh -2.
`Cc1ccccc1NC(=O)C1CCCN(S(=O)(=O)c2cnc[nH]2)C1` (centres undefined) gave PvdQ inh -2, CDK5 p35 inh 0.2, Keap1 Nrf2 FP 0, Rtt109 Vps75 9, Mot1-301 SUMO -2, RTF Ca sens act -1, dFosB act -8, C-LANA FP 0.8, PfHsp90 set2 10 and Cardiac RTF inh -1.
`O=C(COc1ccccc1)Nc1nnc(-c2ccc3c(c2)CCCC3)o1` gave PvdQ inh -5, CDK5 p35 inh 1.2, Keap1 Nrf2 FP -2, Rtt109 Vps75 7, Mot1-301 SUMO 43, RTF Ca sens act 6, dFosB act 0, C-LANA FP 1.3, PfHsp90 set2 -10 and Cardiac RTF inh -6.
`C/C(CC(=O)NCc1ccco1)=N\NC(=O)c1ccc(Cl)cc1Cl` gave PvdQ inh 4, CDK5 p35 inh 0.9, Keap1 Nrf2 FP 1, Rtt109 Vps75 0, Mot1-301 SUMO 19, RTF Ca sens act 4, dFosB act -2, C-LANA FP -0.2, PfHsp90 set2 -10 and Cardiac RTF inh -11.
`CCC(C)NC(=O)c1cc2c(=O)n3ccccc3nc2s1` (centres undefined) gave PvdQ inh -28, CDK5 p35 inh -0.2, Keap1 Nrf2 FP 4, Rtt109 Vps75 -2, Mot1-301 SUMO -10, RTF Ca sens act 0, dFosB act -9, C-LANA FP -0.4, PfHsp90 set2 18, Cardiac RTF inh -4 and NSD2 inh -6.
Screening COCCCNCCCCOc1cccc(Br)c1 returned PvdQ inh -17, CDK5 p35 inh 1.7, Keap1 Nrf2 FP -1, Rtt109 Vps75 -5, Mot1-301 SUMO 34, RTF Ca sens act 0, dFosB act -2, C-LANA FP -1.1, PfHsp90 set2 11, Cardiac RTF inh -4 and NSD2 inh 7.
`COc1ccc(NC(=O)CO/N=C/C(=O)Nc2ccccc2C)c([N+](=O)[O-])c1` gave PvdQ inh 8, CDK5 p35 inh -2.0, Keap1 Nrf2 FP -1, Rtt109 Vps75 9, Mot1-301 SUMO -5, RTF Ca sens act -2, dFosB act -7, C-LANA FP -0.5, PfHsp90 set2 -18, Cardiac RTF inh -6 and NSD2 inh 2.
Cc1cc(NC(=O)c2ccc3c(c2)C(=O)N(C2CCCCC2)C3=O)no1 was read as PvdQ inh -10, CDK5 p35 inh -0.8, Keap1 Nrf2 FP 1, Rtt109 Vps75 5, Mot1-301 SUMO 3, RTF Ca sens act -2, dFosB act 1, C-LANA FP 0.3, PfHsp90 set2 -37, Cardiac RTF inh 6 and NSD2 inh -1.
`COc1ccc(NC(=O)/C=C/c2c(Cl)nc3ccccn23)cc1` gave PvdQ inh -1, CDK5 p35 inh 0.8, Keap1 Nrf2 FP -2, Rtt109 Vps75 -2, Mot1-301 SUMO 3, RTF Ca sens act -6, dFosB act -2, C-LANA FP 0.1, PfHsp90 set2 10, Cardiac RTF inh -2 and NSD2 inh 1.

The closing 2 compounds of the part before lead into the next:
Cc1cc(NC(=O)c2ccc3c(c2)C(=O)N(C2CCCCC2)C3=O)no1 was read as PvdQ inh -10, CDK5 p35 inh -0.8, Keap1 Nrf2 FP 1, Rtt109 Vps75 5, Mot1-301 SUMO 3, RTF Ca sens act -2, dFosB act 1, C-LANA FP 0.3, PfHsp90 set2 -37, Cardiac RTF inh 6 and NSD2 inh -1.
`COc1ccc(NC(=O)/C=C/c2c(Cl)nc3ccccn23)cc1` gave PvdQ inh -1, CDK5 p35 inh 0.8, Keap1 Nrf2 FP -2, Rtt109 Vps75 -2, Mot1-301 SUMO 3, RTF Ca sens act -6, dFosB act -2, C-LANA FP 0.1, PfHsp90 set2 10, Cardiac RTF inh -2 and NSD2 inh 1.
`O=C1CC(c2ccc(Cl)cc2)CC(O)=C1C=NCCO` (centres undefined) gave PvdQ inh 1, CDK5 p35 inh -3.5, Keap1 Nrf2 FP 1, Rtt109 Vps75 -7, Mot1-301 SUMO -24, RTF Ca sens act -1, dFosB act -4, C-LANA FP -0.4, PfHsp90 set2 -6, Cardiac RTF inh 1 and NSD2 inh 0.
COc1ccc(CNC(=O)c2c(C)oc3c2C(=O)c2ccccc2C3=O)cc1 was read as PvdQ inh -1, CDK5 p35 inh 1.8, Keap1 Nrf2 FP 0, Rtt109 Vps75 -4, Mot1-301 SUMO -29, RTF Ca sens act 1, dFosB act -11, C-LANA FP -0.1, PfHsp90 set2 -20 and Cardiac RTF inh -15.
Screening COc1cccc(CNC(=O)c2cccnc2Sc2ccc(Cl)cc2)c1 returned PvdQ inh -1, CDK5 p35 inh 0.6, Keap1 Nrf2 FP 1, Rtt109 Vps75 -5, Mot1-301 SUMO 54, RTF Ca sens act -4, dFosB act -12, C-LANA FP -0.9, PfHsp90 set2 13, Cardiac RTF inh -11 and NSD2 inh -1.
For COc1ccc(CCC(=O)N/N=C/c2ccc3c(c2)OCO3)cc1 the results were PvdQ inh -6, CDK5 p35 inh -0.2, Keap1 Nrf2 FP -4, Rtt109 Vps75 -2, Mot1-301 SUMO -5, RTF Ca sens act 2, dFosB act -4, C-LANA FP -1.4, PfHsp90 set2 9, Cardiac RTF inh 4 and NSD2 inh -3.
For CC(C)(C)[C@H]1C=C(C(N)=O)O[C@@H](OCCCCO)C1 the results were PvdQ inh -18, CDK5 p35 inh -1.1, Keap1 Nrf2 FP -6, Rtt109 Vps75 -1, Mot1-301 SUMO -9, RTF Ca sens act -2, dFosB act 0, C-LANA FP -0.7, PfHsp90 set2 3 and Cardiac RTF inh 9.
`CCOC(=O)c1c(CN2CCN(CCO)CC2)n(-c2ccccc2)c2cc(Br)c(O)cc12` gave PvdQ inh -12, CDK5 p35 inh 1.7, Keap1 Nrf2 FP -6, Rtt109 Vps75 9, Mot1-301 SUMO -4, RTF Ca sens act 0, dFosB act -3, C-LANA FP -1.3, PfHsp90 set2 16 and Cardiac RTF inh -5.
Screening Cc1ccc(NC(=O)CN(C)C(=O)c2ccc(Cl)c(S(=O)(=O)NCc3ccco3)c2)cc1 returned PvdQ inh -13, CDK5 p35 inh 0.0, Keap1 Nrf2 FP -2, Rtt109 Vps75 -6, Mot1-301 SUMO -18, RTF Ca sens act -3, dFosB act -5, C-LANA FP 1.1, Cardiac RTF inh -6 and NSD2 inh 0.
Screening CN1C(=O)/C(=C/c2cccc(Cl)c2)Sc2ccc(C(=O)N3CCOCC3)cc21 returned PvdQ inh -3, CDK5 p35 inh -0.2, Keap1 Nrf2 FP 1, Rtt109 Vps75 1, Mot1-301 SUMO 1, RTF Ca sens act -6, dFosB act 2, C-LANA FP 0.0, PfHsp90 set2 -21, Cardiac RTF inh 5 and NSD2 inh -4.

Compound activity: PubChem, several laboratories
